# SKKanGAS inh = SKKanGAS growth inhibition | S. pyogenes SKKanGAS, kanamycin growth, BacTiter-Glo, 6 h | inhibition, % at 7.5 µM | 300,000 tested, 1.3% active;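 active = mean replicate score, as percent of positive control median, at least 50; inconclusive = mean below 50 but one replicate at or above 50; inactive = mean and every replicate below 50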;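 note: strain carries kanamycin resistance gene driven by streptokinase promoter and grows in 40 µg/ml kanamycin; loss of luminescence reflects streptokinase promoter inhibition or plain growth inhibition; 0% = median of DMSO wells and 100% = positive control at its reference dose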
# RGS4 block = human RGS4 inhibition; P49798; HEK293 M3R/RGS4 inducible, Fluo-4 calcium flux; active compounds read high; triggered by carbachol at its EC20; B-score at 10 µM; 310,000 tested, 0.45% active;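 active = B-score, a plate-corrected calcium signal, over three deviations above library mean, with baseline fluorescence within five deviations of library mean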;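 note: RGS4 expression induced by doxycycline in cells with stable M3 receptor; B-score is computed from the integrated fluorescence ratio over baseline after carbachol; higher B-score means a larger calcium signal and so more RGS4 inhibition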
# RGS4 act = potentiators or activators of RGS4; HEK293 M3R/inducible RGS4, carbachol calcium flux Fluo4; active compounds read low; B-score at 10 µM; 310,000 tested, 0.92% active; AID 463111;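 active = B-score of the integrated calcium signal more than 4 SD below the library mean, with starting fluorescence not abnormally high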;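 note: negative B-score means reduced calcium response which marks RGS4 activation or potentiation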
#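 Material: Inducible-RGS4 HEK293 cells carrying M3 receptor; also added: carbachol at ECmax as muscarinic agonist stimulus; incubation: compound preincubation 20 min at room temperature before agonist; signal: Fluo4-AM (2 µM) calcium-flux fluorescence, kinetic read; measure: integrated calcium ratio converted to B score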
# Platelet DG rel = platelet dense granule release activity; human platelet-rich plasma, SFLLRN dense granule ATP release, luminescence; inhibition, %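 (compounds screened at 7.5 µM in platelet-rich plasma)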; 300,000 tested, 0.22% active; AID 1663;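 active = mean replicate score, as percent of positive control, at or above 50; inconclusive = mean below 50 but at least one replicate at or above 50; inactive = mean and every replicate below 50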
# MrgX1 antagonist = blocks BAM8-22 activation of human MrgX1 receptor; Q96LB2; MRGX1-HEK293 calcium flux, Fluo-4, BAM8-22 antagonism; active compounds read low; B-score at 10 µM; 310,000 tested, 1.3% active; AID 588676;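 active = calcium-response B-score plate-corrected more than 3 library SD below zero, starting fluorescence within 5 deviations, no agonist response on first addition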;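 note: peak minus trough fluorescence over baseline after final BAM8-22 challenge near maximal dose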
# MrgX1 agonist = human MrgX1 receptor agonism, primary screen | Q96LB2 | MrgX1-HEK293 cells, Fluo-4 calcium fluorescence, agonist mode; active compounds read high | B-score at 10 µM | 310,000 tested, 0.44% active | AID 588627;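 active = calcium response B-score plate-corrected fluorescence ratio at least 3 library SD, with starting fluorescence B-score inside 5 SD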
#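 times = overnight plating, then 30 min 37 °C plus 30 min room-temperature dye loading | assay system = stable human MrgX1 HEK293 cell line | input = fifteen thousand cells per well | signal = kinetic calcium dye fluorescence, Fluo-4 NW | dosing = compound delivered in addition one of three | read-out = B-scored fluorescence response ratio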
# TRPC4 inh = TRPC4 (mouse) channel inhibition; Q9QUQ5; HEK293 TRPC4beta/mu-opioid, DAMGO-evoked Fluo4 calcium flux; active compounds read low; B-score at 10 µM; 300,000 tested, 0.39% active;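 active = B-score over 3 SD under the library average, no early fluorescence shift, positive overall ratio signal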
# Target sequence (Q9QUQ5 whole entry, looked up): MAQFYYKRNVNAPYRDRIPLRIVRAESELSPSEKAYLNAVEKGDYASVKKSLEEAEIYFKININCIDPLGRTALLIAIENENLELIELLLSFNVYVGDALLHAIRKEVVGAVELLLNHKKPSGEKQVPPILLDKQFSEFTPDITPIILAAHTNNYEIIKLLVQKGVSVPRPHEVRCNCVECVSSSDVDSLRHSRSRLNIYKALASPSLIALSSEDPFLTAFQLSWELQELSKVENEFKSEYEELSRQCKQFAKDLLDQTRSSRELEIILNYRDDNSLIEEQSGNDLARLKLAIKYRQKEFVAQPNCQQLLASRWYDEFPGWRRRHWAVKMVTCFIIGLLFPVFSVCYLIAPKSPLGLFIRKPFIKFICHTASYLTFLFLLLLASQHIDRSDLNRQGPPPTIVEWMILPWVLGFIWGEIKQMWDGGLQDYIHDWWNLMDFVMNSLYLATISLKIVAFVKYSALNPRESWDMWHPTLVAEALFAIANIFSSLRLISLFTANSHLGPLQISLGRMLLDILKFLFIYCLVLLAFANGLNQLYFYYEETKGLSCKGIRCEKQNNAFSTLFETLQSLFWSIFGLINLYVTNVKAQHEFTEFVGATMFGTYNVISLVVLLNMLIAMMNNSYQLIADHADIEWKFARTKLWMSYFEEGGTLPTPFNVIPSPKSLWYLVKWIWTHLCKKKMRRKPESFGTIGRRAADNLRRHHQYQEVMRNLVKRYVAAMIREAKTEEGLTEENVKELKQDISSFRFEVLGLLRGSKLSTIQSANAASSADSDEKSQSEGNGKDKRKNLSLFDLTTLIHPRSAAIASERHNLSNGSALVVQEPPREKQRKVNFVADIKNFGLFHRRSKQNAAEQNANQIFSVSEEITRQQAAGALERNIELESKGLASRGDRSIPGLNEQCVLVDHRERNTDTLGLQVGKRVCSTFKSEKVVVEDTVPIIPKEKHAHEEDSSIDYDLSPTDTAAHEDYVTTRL
#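 Assay system: HEK293 cells with stable TRPC4beta plus mu-opioid receptor expression; Probe or stimulus: DAMGO in two steps, submaximal then maximal; Dosing: single-point compound dosing; Measured by: Fluo4 calcium-dye fluorescence, kinetic read; Read-out basis: B score from integrated Fluo4 fluorescence ratio.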
# MrgX1 allo act = allosterically activates human MrgX1 receptor signaling | Q96LB2 | MrgX1-HEK293, Fluo-4 calcium flux, FDSS; active compounds read high | B-score at 10 µM | 310,000 tested, 0.63% active;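 active = plate-corrected calcium response at least 3 library SD above typical, normal starting fluorescence, not activating the receptor alone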;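 note: compound read alongside a low EC10 to EC30 dose of BAM8-22 agonist; peak minus trough fluorescence over baseline measured at the second addition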
# TRPC6 act = activators of mouse TRPC6 channel | Q61143 | HEK293-TRPC6 membrane potential dye fluorescence; active compounds read high | B-score at 10 µM | 310,000 tested, 0.13% active | AID 2550;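 active = B-score of the integrated fluorescence ratio above library mean plus 3 SD, and starting fluorescence ratio within library mean plus 5 SD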;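 note: higher score means more depolarization so channel activation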
# HIF act = HIF pathway transcriptional activation; activation, % at 7.5 µM (by protocol); 300,000 tested, 0.32% active; U2OS HRE-luciferase reporter, luminescence; normalized: DMSO 0%, desferrioxamine 100%; AID 1910;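 active = mean activation of at least 10% of the iron chelator positive control signal, with at least half of replicates also reaching 10%; inconclusive = mean and replicate majority disagree about reaching 10%; inactive = mean and most replicates under 10%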
# TRPC6 inh = blocks the mouse TRPC6 cation channel; Q61143; HEK293-TRPC6, membrane potential dye, ACh-evoked depolarization; active compounds read low; B-score at 10 µM; 310,000 tested, 1.1% active;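 active = B-score under library mean minus 3 SD, initial fluorescence not abnormally high, positive integrated signal ratio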;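 note: B-score derived from integrated fluorescence ratio over the kinetic read; more negative B-score means stronger inhibition of depolarization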
# * hit, by the source's call; i = inactive; ? = inconclusive; nt = no result given. No enrichment for hits; 6.1% or so of the library scored in one or more.
canonical_smiles,SKKanGAS inh,RGS4 block,RGS4 act,Platelet DG rel,MrgX1 antagonist,MrgX1 agonist,TRPC4 inh,MrgX1 allo act,TRPC6 act,HIF act,TRPC6 inh
CC(Sc1ccccc1)C(=O)N1CCN(S(=O)(=O)c2ccccc2)CC1 (centres undefined),-15,i,i,-12,i,i,i,i,i,0.0,i
NS(=O)(=O)c1ccc(CNC(=S)Nc2ccc(F)c(Cl)c2)cc1,23,i,i,-2,i,i,i,i,i,-0.7,i
C=CCNC(=S)Nc1ccc2cn[nH]c2c1,3,i,i,-2,i,i,i,i,i,nt,i
Cn1c(=O)c2c(nc(N3CCCCCC3)n2CC(O)COc2ccccc2)n(C)c1=O (centres undefined),-1,i,i,8,i,i,i,i,i,-0.2,i
Cc1ccc(-c2csc(N3N=C(c4ccccc4)/C(=C\c4ccc(N(C)C)cc4)C3=O)n2)cc1,22,i,i,0,i,i,i,i,i,0.3,i
CCOc1c(Cl)cc(CNc2ccc(S(N)(=O)=O)cc2)cc1OC,0,i,i,-6,i,i,i,i,i,-0.2,i
CCOc1ccc2nc(NC(=O)CN3CCC(n4nnc5cc(F)ccc54)CC3)sc2c1,35,i,i,-2,i,i,i,i,i,0.2,i
c1ccc2c(-n3cccn3)cccc2c1,1,i,i,-3,i,i,i,i,i,1.7,i
COc1ccc(N2CCN(C(=O)Cc3nn(C)c(=O)c4ccccc34)CC2)cc1,2,i,i,8,i,i,i,i,i,0.1,i
CCOc1ccc(NC(=S)Nc2ccc(OC(F)(F)F)cc2)cc1,8,i,i,-4,i,i,i,i,i,0.2,i
Cc1ccccc1Nc1nc(N)nc(-c2oc3ccccc3c2C)n1,-11,6*,i,-2,i,i,i,47*,i,2.9,i
CCN(Cc1ccccc1)C(=O)CCNS(=O)(=O)c1cc(Br)cnc1N,-6,i,i,-19,i,i,i,i,i,-0.3,i
Cc1cc(C)cc(N2CN=C3SCC(=O)N3C2)c1,1,i,i,-2,i,i,i,i,i,0.3,i
COc1ccc(C(=O)NC2CCCc3c2cnn3-c2cccc(C)c2C)c(OC)n1 (centres undefined),7,i,-10*,-1,-8.9*,i,i,i,i,-1.0,i
Cc1ccc(C(C)NC(=O)c2cccnc2)cc1 (centres undefined),1,i,i,7,i,i,i,i,i,-0.3,i
O=C(CS(=O)(=O)c1ccc(F)cc1)Nc1nnc(-c2ccccc2Cl)o1,1,i,i,-8,i,i,i,i,i,0.0,i
CN1CCN(c2ccc(C(CC(N)=O)NC(=O)Cc3cccc4ccccc34)cc2[N+](=O)[O-])CC1 (centres undefined),-2,i,i,-2,i,i,i,i,i,-4.4,i
COc1cccc(NS(=O)(=O)c2ccc3[nH]cc(C(=O)NCCN4CCOCC4)c(=O)c3c2)c1,3,i,i,-1,i,i,nt,i,i,-0.2,i
CN(C)C1NC(=O)c2cc(-c3ccccc3)sc2N1 (centres undefined),2,i,i,2,i,i,i,i,i,0.6,i
O=C(Cn1cc(C(F)(F)F)ccc1=O)Nc1cc(S(=O)(=O)N2CCOCC2)ccc1Cl,-6,i,i,6,i,i,i,i,i,-0.9,i
CC1CN(CC(=O)Nc2cccc(C(=O)Nc3cccc(C(F)(F)F)c3)c2)CC(C)O1 (centres undefined),-3,i,i,1,i,i,i,i,i,1.1,i
ClC(Cl)(Cl)c1nc2ccccc2n2nncc12,-1,i,i,-17,i,i,i,i,i,-0.9,i
O=C(NC(=S)N1CCN(Cc2ccc3c(c2)OCO3)CC1)c1cccc(Br)c1,?,i,i,17,i,i,i,i,i,-0.7,i
CCOn1c(=O)c(-c2cc3ccccc3o2)[n+]([O-])c2ccccc21,5,i,i,-2,i,i,i,i,i,0.5,i
c1coc(-c2cc(C3CCNCC3)[nH]n2)c1,-2,i,i,-1,i,i,i,i,i,-0.2,i
CCCN(C(=O)CCSc1ccc(F)cc1)c1c(N)n(Cc2ccccc2)c(=O)[nH]c1=O,3,i,i,7,i,i,i,i,i,-0.6,i
CN(Cc1ccccc1)C(=O)CSc1nc2c(c(C(F)(F)F)n1)CCc1ccccc1-2,29,i,i,0,i,i,i,i,i,0.6,i
CCOC(=O)c1ccc(NC(=O)CN2C(=O)CSCC2=O)cc1,-3,i,i,-7,i,i,i,i,i,0.1,i
CC(C)(C)n1ncc2c(=O)n(CC(=O)NC3CCCCC3)cnc21,-12,i,i,13,i,i,i,i,i,2.0,i
CCN(C(=O)CCc1nc(-c2ccc(OC)cc2)no1)c1cc(OC)ccc1OC,1,i,i,nt,i,i,i,i,i,nt,i
COC(=O)C1=C(C)N(Cc2ccccc2)C(=NCC(C)C)N[C@H]1c1ccccc1,-1,i,i,3,i,i,i,i,i,0.0,i
Cc1cc(Nc2cccc(F)c2)n2nc(C)nc2n1,-1,i,i,-2,i,i,i,i,i,0.0,i
Cc1cccc(NC2=NC(=S)N(CC#N)C23CCCCC3)c1,-3,i,i,3,i,i,i,i,i,-0.5,i
Oc1ccc(/C=N/NC2=NCCCCC2)cc1,7,i,i,-4,i,i,i,i,i,0.0,i
CCC(=O)N1CCN(c2nc(-c3ccc(Cl)cc3)cs2)CC1,2,i,i,1,i,i,i,i,i,0.4,i
Cc1ccc(NC(=O)CSCC(=O)N2CCOCC2)cc1,-3,i,i,0,i,i,i,i,i,-0.5,i
N#Cc1ccc(CN2CCN(CC(=O)NCCc3ccc(Cl)cc3Cl)CC2)cc1,-2,i,i,-10,i,i,i,i,i,0.0,i
C/C(=N\NC(=O)c1c([N+](=O)[O-])c(C)nn1C)c1ccc(NC(=O)C2CCCC2)cc1,-1,i,i,3,i,i,i,i,i,0.5,i
CCOCC(=O)Nc1ccc([N+](=O)[O-])cc1C,3,i,i,-2,i,i,i,i,i,0.3,i
COc1ccccc1N1CCN(S(=O)(=O)Cc2ccccc2Cl)CC1,4,i,i,-1,i,i,i,i,i,0.0,i
O=C1CN(C(=O)c2cc3ccccc3oc2=O)C(c2ccc(F)cc2)c2cc(F)ccc2N1 (centres undefined),2,i,i,1,i,i,i,i,i,0.4,i
COc1ccc(-n2ccnc2SCC(=O)Nc2ccccc2)cc1,-2,i,i,9,i,i,i,i,i,0.7,i
COc1ccc(OC)c(NC(=O)CSc2n[nH]c(-c3cccnc3)n2)c1,-5,i,i,2,i,i,i,i,i,0.9,i
CCc1ccc(NC(=O)COc2coc(CN3CCN(c4ccccc4)CC3)cc2=O)cc1,-6,i,i,0,i,i,i,i,i,0.3,i
COc1ccc(CNC(=O)C2CCN(C(=O)[C@@H]3Cc4ccccc4CN3)CC2)cc1,13,i,i,-7,i,i,i,i,i,-0.1,i
CCOC(=O)C(C)Oc1cccc2c(=O)n(CC(=O)NCCc3ccc(OC)c(OC)c3)ccc12 (centres undefined),-8,i,i,?,i,i,i,i,i,0.2,i
O=C(NC1CCCC1)C(c1ccncc1)N(C(=O)c1ccco1)c1ccccc1 (centres undefined),0,i,i,-4,i,i,i,i,i,1.8,i
c1ccc(-c2nc(NCc3cccnc3)c3oc4ccccc4c3n2)cc1,15,i,i,-1,i,i,i,i,i,0.0,i
COc1ccc(NC(=O)c2ccccc2NS(=O)(=O)c2ccc(CNC(C)=O)cc2)c(OC)c1,4,i,i,5,i,i,i,i,i,0.2,i
Cc1cc(C)cc(NC(=O)C2CCN(C(=O)[C@@H]3Cc4ccccc4CN3)CC2)c1,0,i,i,-6,i,i,i,i,i,-0.5,i

# The results go on.
canonical_smiles,SKKanGAS inh,RGS4 block,RGS4 act,Platelet DG rel,MrgX1 antagonist,MrgX1 agonist,TRPC4 inh,MrgX1 allo act,TRPC6 act,HIF act,TRPC6 inh
O=C(Nc1cccc(O)c1)c1cccc(S(=O)(=O)Nc2cccc(O)c2)c1,-1,i,i,4,i,i,i,i,i,-0.7,i
CN(Cc1cccc2cnccc12)C(=O)CCc1nnc(CCc2ccccc2)o1,5,i,i,-8,i,i,i,i,i,0.6,i
O=C(CSc1ncnc2c1nnn2Cc1ccccc1F)N1CCN(c2ccccc2)CC1,5,i,i,-4,nt,nt,i,nt,i,-0.3,i
COc1ccc(O)c(/C=N/NC(=O)c2ccc(OCc3cccc(Br)c3)cc2)c1,11,i,i,-1,i,i,i,i,i,16*,i
CC1(C)CC(=O)C/C(=N\NC(=O)CCc2ccc(S(=O)(=O)N3CCOCC3)cc2)C1,-4,i,i,5,i,i,i,i,i,0.1,i
O=C(COC(=O)c1cc(S(=O)(=O)N2CCCCC2)ccc1N1CCOCC1)NC1CCS(=O)(=O)C1 (centres undefined),-9,i,i,-5,i,i,i,i,i,-0.2,i
O=c1[nH][nH]c(-c2ccccc2O)c1C(C[N+](=O)[O-])c1ccccc1 (centres undefined),-15,i,i,-25,i,i,i,i,i,-0.2,i
Cc1ccc(-n2ncc3c2CCCC3NC(=O)c2ocnc2C)cc1C (centres undefined),2,i,i,-3,i,i,i,i,i,0.1,i
O=C(Nc1ccccc1C(=O)N/N=C/c1ccco1)c1ccccc1Cl,2,i,i,1,i,i,i,i,i,-0.5,i
CC(=O)Nc1cccc(NC(=O)Nc2ccc(F)cc2F)c1,5,i,i,-1,i,i,i,i,i,0.0,i
O=C(Nc1cccnc1)c1c(F)cccc1F,-1,i,i,-9,i,i,i,i,i,-0.1,i
Cc1ccc2cc(CCNS(=O)(=O)c3ccc(Br)cc3)c(=O)[nH]c2c1C,-7,i,i,3,i,i,i,i,i,0.1,i
CC1CN(C(=O)c2ccc(-c3cccc(C(F)(F)F)c3)o2)CC(C)O1 (centres undefined),-9,i,i,nt,i,i,i,i,i,-3.0,i
CCOc1cccc2sc(N(CCN(CC)CC)C(=O)c3cccc(N4C(=O)CCC4=O)c3)nc12,-8,i,i,-15,i,i,i,i,i,0.2,i
Cc1nc2ccccc2c(=O)n1N(c1ccccc1)c1ccccc1,-3,i,i,1,i,i,i,i,i,-0.2,i
CCN(CC)S(=O)(=O)c1cccc(-c2nnc(SCC(=O)NC3CCCC3)n2N)c1,-4,i,i,2,i,i,i,i,i,-0.6,i

# Compound activity: PubChem BioAssay, several laboratories
